Source: PubChem (Fisher Drug Discovery Resource Center)
mcGAS RapidFire: inhibitors of Mus musculus cyclic GMP-AMP synthase, initial high-throughput assay, cell-free, RapidFire MS | recombinant mouse cGAS, cGAMP by RapidFire MS | inhibition, % at 12.5 µM | 130,000 tested, 0.18% active | AID 1259397, 2018;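 active means inhibition of cGAS enzyme activity at or above 60%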;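 further: enzyme stimulated by 45 bp dsDNA with ATP and GTP substrates; cGAMP share of summed cGAMP plus half ATP and half GTP signals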
Target sequence (Q8C6L5 whole entry, looked up): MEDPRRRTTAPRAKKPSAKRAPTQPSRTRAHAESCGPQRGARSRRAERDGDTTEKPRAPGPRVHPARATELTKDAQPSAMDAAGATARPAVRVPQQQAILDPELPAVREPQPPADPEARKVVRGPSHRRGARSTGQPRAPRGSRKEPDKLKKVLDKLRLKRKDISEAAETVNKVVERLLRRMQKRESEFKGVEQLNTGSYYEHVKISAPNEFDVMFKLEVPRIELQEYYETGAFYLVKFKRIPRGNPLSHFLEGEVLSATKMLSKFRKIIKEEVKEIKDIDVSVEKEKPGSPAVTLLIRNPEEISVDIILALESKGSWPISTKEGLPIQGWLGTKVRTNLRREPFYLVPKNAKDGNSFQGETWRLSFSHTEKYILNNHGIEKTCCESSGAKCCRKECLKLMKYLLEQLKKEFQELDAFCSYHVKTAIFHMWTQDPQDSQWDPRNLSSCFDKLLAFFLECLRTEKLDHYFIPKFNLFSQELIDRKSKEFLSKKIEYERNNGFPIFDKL
The depositor's hits bear a star; & = joins results of further samples. Some of the compounds tested; the hit share may differ from the screen's.

Start of the listing, in advance:
`COC(=O)NC(=O)c1c(NC(=O)c2ccc(C#N)cc2)sc(C)c1C` gave mcGAS RapidFire 6.
`Cc1cc(C)c(S(=O)(=O)N(C)C(=O)c2ccc(C(N)=O)cc2)c(C)c1` gave mcGAS RapidFire -2.
CC(C)/C(Cl)=N\OC(=O)Nc1ccc(C#N)cc1 was read as mcGAS RapidFire -10.
Screening Cc1ccc(-n2cnc(C(=O)N(C)c3cccc(Cl)c3)n2)cc1 returned mcGAS RapidFire -8.
O/N=C1/CC/C(=N/O)c2nn(-c3ccc(Cl)cc3Cl)nc21 was read as mcGAS RapidFire -2.
For COc1cccc(C=C2SC(=S)N(C)C2=O)c1OC(C)C the results were mcGAS RapidFire -19.
For COc1cc(C(C)=O)ccc1OCc1nc(-c2ccccc2C)no1 the results were mcGAS RapidFire -5.

Main list, from the first entry:
`COC(=O)NC(=O)c1c(NC(=O)c2ccc(C#N)cc2)sc(C)c1C` gave mcGAS RapidFire 6.
`Cc1cc(C)c(S(=O)(=O)N(C)C(=O)c2ccc(C(N)=O)cc2)c(C)c1` gave mcGAS RapidFire -2.
CC(C)/C(Cl)=N\OC(=O)Nc1ccc(C#N)cc1 was read as mcGAS RapidFire -10.
Screening Cc1ccc(-n2cnc(C(=O)N(C)c3cccc(Cl)c3)n2)cc1 returned mcGAS RapidFire -8.
O/N=C1/CC/C(=N/O)c2nn(-c3ccc(Cl)cc3Cl)nc21 was read as mcGAS RapidFire -2.
For COc1cccc(C=C2SC(=S)N(C)C2=O)c1OC(C)C the results were mcGAS RapidFire -19.
For COc1cc(C(C)=O)ccc1OCc1nc(-c2ccccc2C)no1 the results were mcGAS RapidFire -5.
`COc1ccc(C(C)=O)cc1Cn1c(C)c(C(=O)NCc2ccc3c(c2)OCCO3)sc1=O` gave mcGAS RapidFire -5.
For O=C(CCc1ccccc1)N1CCCC(OCc2ccc(C(F)(F)F)cc2)C1 (centres undefined) the results were mcGAS RapidFire -10.
For Clc1ccc(CSC2=NCCN2)cc1 the results were mcGAS RapidFire -3.
COCCNCc1cccc(OS(=O)(=O)c2ccc(OC)cc2)c1 was read as mcGAS RapidFire -9.
CCN(Cc1ccccc1)C(=O)CNC(=O)c1cccc(NC(C)C(C)C)c1C (centres undefined) was read as mcGAS RapidFire -12.
Screening Cc1ccc(-n2c(SCC3CCOCO3)nc3sc4c(c3c2=O)CCC4)cc1 (centres undefined) returned mcGAS RapidFire -4.
Screening O=C(CSc1nnc(-c2ccco2)o1)N1CCSc2ccccc21 returned mcGAS RapidFire -6.
`CCCN(Cc1nccn1C)C(C)C(=O)Nc1ccc(C)cc1` (centres undefined) gave mcGAS RapidFire -30.
CC1=C(C(=O)N2CCCC(N3CCN(Cc4ccc5c(c4)OCO5)CC3)C2)OCCO1 (centres undefined) was read as mcGAS RapidFire -3.
For O=C(CSc1nnnn1C1CC1)Nc1ccc(N2CCCCCC2)cc1 the results were mcGAS RapidFire -3.
`Cc1cc(=O)[nH]c(SCCOc2ccc(Br)cc2Cl)n1` gave mcGAS RapidFire -4.
Screening Cc1cnccc1NCCNC1CCN(CC(C)C)CC1 returned mcGAS RapidFire -23.
Screening COc1cc(C)c(S(=O)(=O)NC2CC(C)(C)NC(C)(C)C2)cc1C(C)C returned mcGAS RapidFire 0.
COc1cc(S(=O)(=O)N2CCN(c3ccc(C)c(Cl)c3)CC2)c(OC)cc1Cl was read as mcGAS RapidFire 9.
Screening Cn1c(=O)c2[nH]c(SCc3ccc(Cl)c(Cl)c3)nc2n(C)c1=O returned mcGAS RapidFire -8.
`CN(CCO)c1ccc(C(F)(F)F)cn1` gave mcGAS RapidFire -3.
For O=C(Nc1nc(-c2ccc(Cl)cc2)cs1)C1CC(=O)N(C2CC2)C1 (centres undefined) the results were mcGAS RapidFire 7.
Screening COC(=O)c1ccc(F)c(NC(=O)C=Cc2ccc3c(c2)OCCCO3)c1 returned mcGAS RapidFire -7.
For CCOC(=O)c1c(NC(=O)CCc2ccccc2)sc(C(=O)Nc2ccccc2OC)c1C the results were mcGAS RapidFire -5.
Screening O=C(CSc1ncnc2c1oc1ccccc12)NCC1CCCO1 (centres undefined) returned mcGAS RapidFire 0.
Screening CCOC(=O)C(Sc1nnc(CN2c3ccccc3Sc3ccccc32)o1)C(C)=O (centres undefined) returned mcGAS RapidFire -4.
For Cn1c(Nc2ccc(F)cc2)nc2cc(-c3ccsc3)sc2c1=O the results were mcGAS RapidFire 5.
`CN(Cc1coc(-c2ccccc2)n1)C1CCCN(CCc2ccccc2)C1` (centres undefined) gave mcGAS RapidFire -14.
CN(CCCNC(=O)c1n[nH]c2ccccc12)CC(F)(F)F was read as mcGAS RapidFire 2.
COc1ccc(C(=O)NC2CCc3ccccc32)cc1OC1CCN(C(C)=O)CC1 (centres undefined) was read as mcGAS RapidFire -2.
Screening OCc1cc(-c2ncnc3sccc23)ccc1F returned mcGAS RapidFire -34.
Screening Cc1cc(C)c(NC(=O)/C=C/c2ccc(F)cc2)c(Cl)c1 returned mcGAS RapidFire -6.
`CCc1cccc2c1N(CC(=O)NC1CCN(C(C)=O)CC1)CCC2` gave mcGAS RapidFire -5.
CC1(C)CC(=C2C(=O)c3ccccc3C2=O)C=C2c3ccccc3C(=O)C21 (centres undefined) was read as mcGAS RapidFire -1.
Screening CCn1ccc(CN2CC[C@@H](c3ccc(F)cc3)[C@H](O)C2)n1 returned mcGAS RapidFire 7.
O=C(NCc1cccc(F)c1)C(C1CCCC1)N1CCN(C(=O)C2CCC2)CC1 (centres undefined) was read as mcGAS RapidFire 1.
CC(C)(C)CC(=O)Nn1cnc2c(cnn2-c2ccccc2)c1=O was read as mcGAS RapidFire -3.
For CC1CN(C(=O)/C=C/C(=O)Nc2ccc(F)cc2)CCO1 (centres undefined) the results were mcGAS RapidFire 3.
`Cc1cccn2c(CC(=O)N3CCC(c4ccccc4C(=O)O)C3)cnc12` (centres undefined) gave mcGAS RapidFire -2.
For O=C(CN1CCN(S(=O)(=O)c2cccc(Br)c2)CC1)N1CCNC1=O the results were mcGAS RapidFire -3.
For COc1ccc(CN2CCN(Cc3ccccc3F)CC2CCO)c(C)c1C (centres undefined) the results were mcGAS RapidFire -3.
For CN1C(=O)C(C)(C)ON=C1c1ccc2c(c1)OCO2 the results were mcGAS RapidFire 0.
CC(C)c1ccc(C=NNP2(=O)C=C(c3ccccc3)OC(c3ccccc3)=C2)cc1 was read as mcGAS RapidFire -18.
CC(c1ccco1)N(C(=O)c1ccc(F)cc1)c1ccccn1 (centres undefined) was read as mcGAS RapidFire 0.
`C/C=C/C(=O)Nn1cnc2c(cnn2C(C)(C)C)c1=O` gave mcGAS RapidFire -3.
`O=C(NCCc1ccc(Cl)cc1)Nc1cnn(-c2ncccn2)c1` gave mcGAS RapidFire -7.
`CCCCNC(=O)C(=O)NCC1OCCCN1S(=O)(=O)c1ccc(OC)cc1` (centres undefined) gave mcGAS RapidFire -5.
For COc1ccc(C)cc1NC(=O)NCC1CCN(C2CCOCC2)C1 (centres undefined) the results were mcGAS RapidFire -12.
`Cc1nc(C2CCN(Cc3cc4n(n3)CCCNC4)CC2)cc(=O)[nH]1` gave mcGAS RapidFire 1.
For CC(C)(CNC(=O)c1ccc(=O)[nH]c1)c1ccc2c(c1)OCO2 the results were mcGAS RapidFire 1.
`O=C(Nc1ccc(Cl)nn1)c1ccc(Cl)s1` gave mcGAS RapidFire -14.
Screening O=C(CCn1ccc(=O)[nH]c1=O)OCc1cc(-c2ccc3c(c2)OCCO3)on1 returned mcGAS RapidFire -5.
For CCOC(=O)C1CCCN(Cc2nc(C3(c4ccc(C)cc4)CCCC3)no2)C1 (centres undefined) the results were mcGAS RapidFire -4.
`Cc1ccc(S(=O)(=O)NC(=O)C2(C)CCN2C(=O)c2cccc(F)c2)cc1` (centres undefined) gave mcGAS RapidFire -11.
Screening CCCCC(=O)N(CCN1C(=O)c2ccccc2C1=O)c1cccc(F)c1 returned mcGAS RapidFire 8.
For CC(C)OP(=O)(OC(C)C)c1nn(-c2ccc([N+](=O)[O-])cc2)c(=N)s1 the results were mcGAS RapidFire 46.
Screening Cc1cc(S(=O)(=O)NCc2ccc3c(c2)OCO3)c(Cl)cc1Cl returned mcGAS RapidFire -4.
For O=C(NCc1cccnc1-n1ccnc1)C1(c2ccccc2)CCCCC1 the results were mcGAS RapidFire -35.
`COC(=O)N1CCC(Nc2cc(C#N)c3ccccc3n2)C1` (centres undefined) gave mcGAS RapidFire -2.
CCn1c(C)cc(O)c(C(c2cccnc2)N2CCN(c3ccccc3F)CC2)c1=O (centres undefined) was read as mcGAS RapidFire -9.
N#CC(=CC1C(=O)N(c2c(Cl)cccc2Cl)c2ccccc21)C(N)=NCc1ccccc1 (centres undefined) was read as mcGAS RapidFire -13.
`CCc1nc2sc3c(N4CCCC4)ncnc3c2c2c1COC(C)(C)C2` gave mcGAS RapidFire -12.
For Cc1nn(Cc2nc(-c3cccs3)no2)c(C)c1Br the results were mcGAS RapidFire -13.
Screening Cc1cc(=O)c(C(=O)NCCSCc2ccco2)nn1-c1ccccc1 returned mcGAS RapidFire -13.
For CN(Cc1ccon1)C(=O)[C@@H]1C[C@H](NC(=O)c2ccc(Cl)cc2)CN1C the results were mcGAS RapidFire -7.
For O=C(CC1CCCC1)NNc1c(Cl)cc(Cl)cc1Cl the results were mcGAS RapidFire 18.
COc1ccc(-c2csc(C(C)(O)c3cccc(F)c3)n2)cn1 (centres undefined) was read as mcGAS RapidFire 9.
Screening Cn1c(N)c(C(=O)CSc2nnc(-c3cccs3)n2C2CC2)c(=O)n(C)c1=O returned mcGAS RapidFire -4.
FC(F)(F)c1cccc(N2CCCC(c3nccn3CC3CC3)C2)n1 (centres undefined) was read as mcGAS RapidFire 7.
For O=C(O)C1CC2(CCNCC2)CN1C(=O)C1(c2ccc(Cl)cc2)CCC1 (centres undefined) the results were mcGAS RapidFire -10.
CC(=O)N1CCc2c(nc(C)nc2N(C)Cc2n[nH]c3c2CCCC3)C1 was read as mcGAS RapidFire -18.
For CCOCCCNc1nc2c(c(=O)[nH]c(=O)n2C)n1CCCc1ccccc1 the results were mcGAS RapidFire -3.
COC(=O)c1c(SCC(=O)NC(C)c2ccco2)nc(=O)[nH]c1C (centres undefined) was read as mcGAS RapidFire 4.
Screening CCOc1ccc(CN2CCN(C(=O)c3cnn(C)c3C)CC2)cc1 returned mcGAS RapidFire -6.
O=C1COc2ccc(Cl)cc2N1 was read as mcGAS RapidFire 13.
Screening COc1cc(CN2CCN(Cc3cccc(SC)c3)CC2CCO)cc(OC)c1 (centres undefined) returned mcGAS RapidFire -2.
For CN(Cc1ccccc1)c1ncccc1CNC(=O)C(=O)N1CCOCC1 the results were mcGAS RapidFire 4.
Screening COc1cc([N+](=O)[O-])ccc1NC(=O)c1ccno1 returned mcGAS RapidFire -6.
`O=S(=O)(c1ccccc1)N1CCN(S(=O)(=O)c2ccc(F)cc2)CC1` gave mcGAS RapidFire -15.
For c1ccc(C2=NN=C(c3ccccc3)CCC2)cc1 the results were mcGAS RapidFire -13.
C=C(Cl)Cn1c(NCc2ccccc2)nc2ccccc21 was read as mcGAS RapidFire 10.
`CCNC(=O)NC(=O)CSc1cccc(C)c1` gave mcGAS RapidFire -4.
Screening Cc1ccccc1C(=O)NNC(=O)CCCCCN1C(=O)c2ccccc2C1=O returned mcGAS RapidFire -12.
For CC1CN(S(=O)(=O)CCNc2cc(Cl)nc(N)n2)CC(C)O1 (centres undefined) the results were mcGAS RapidFire -13.
CCOC(=O)C1C(=O)C=C2c3ccccc3CCC2C1c1ccccc1 (centres undefined) was read as mcGAS RapidFire -1.
`Cc1cc(C)cc(-n2c(C)cn3c4c(=O)n(CCCO)c(=O)n(C)c4nc23)c1` gave mcGAS RapidFire -1.
Cc1[nH]cnc1CN1CCc2c(c3ccccc3n2C)C1=O was read as mcGAS RapidFire 17.
Screening CCc1cn[nH]c1C1CCN(c2nnnn2C(C)c2ccccc2)CC1 (centres undefined) returned mcGAS RapidFire -16.
`CC(C)N1CCc2cc(-c3nccn3CCN3CCOC3=O)ccc21` gave mcGAS RapidFire -13.
Cn1cnc2c(NCc3ccco3)ncnc21 was read as mcGAS RapidFire -9.
Cc1cc(C)[n+]2cc(S(=O)(=O)O)sc2n1 was read as mcGAS RapidFire -13.
For C=CCn1c(=NC(=O)c2ccccc2S(C)(=O)=O)sc2cc(F)ccc21 the results were mcGAS RapidFire -3.
`O=C(OCc1cc(-c2cc3ccccc3o2)on1)c1cc(=O)c2ccccc2o1` gave mcGAS RapidFire -8.
`Cc1[nH]n(-c2ccccc2)c(=O)c1-c1ccccc1` gave mcGAS RapidFire -3.
For COc1ccc(S(=O)(=O)NCCc2ccc(F)cc2)c(OC)c1 the results were mcGAS RapidFire -5.
Screening CNC(=O)C1CN(Cc2ccc(C#N)cc2)c2ccccc2O1 (centres undefined) returned mcGAS RapidFire -9.
For O=C(CC1CCOc2ccccc21)Nc1ccc(C2CC2)nn1 (centres undefined) the results were mcGAS RapidFire -7&-2.
Screening COc1ccc(-c2noc(CN3CCN(c4ccccc4)CC3)n2)cc1 returned mcGAS RapidFire -3.

Some of these compounds in order of number of heavy atoms, descending.
For O=C(CC1CCOc2ccccc21)Nc1ccc(C2CC2)nn1 (centres undefined) the results were mcGAS RapidFire -7&-2.
For CC1CN(S(=O)(=O)CCNc2cc(Cl)nc(N)n2)CC(C)O1 (centres undefined) the results were mcGAS RapidFire -13.
Cn1cnc2c(NCc3ccco3)ncnc21 was read as mcGAS RapidFire -9.
Cc1cc(C)[n+]2cc(S(=O)(=O)O)sc2n1 was read as mcGAS RapidFire -13.

Next entries:
COc1ccc(C)cc1NC(=O)C(OC(=O)Cc1cn2ccsc2n1)c1ccccc1 (centres undefined) was read as mcGAS RapidFire -5.
`O=C(CC(SCCO)c1ccc(OC(F)F)cc1)c1ccco1` (centres undefined) gave mcGAS RapidFire -6&-2.
Cn1cccc1C(=O)NC(=O)COC(=O)C1CCN(C(=O)c2ccc(F)cc2)CC1 was read as mcGAS RapidFire 1.
Cn1nnnc1Sc1ccc([N+](=O)[O-])cc1Cl was read as mcGAS RapidFire 13.
CCCn1c(=S)[nH]c2ccccc21 was read as mcGAS RapidFire -8.
Screening c1ccc(CCc2nc(-c3ccncc3)no2)cc1 returned mcGAS RapidFire -11.
For C=C(Cl)CN1C(=O)NC(CC)(c2ccccc2)C1=O (centres undefined) the results were mcGAS RapidFire -6.
